Screens as filed in PubChem BioAssay.
12-LOX inh = inhibitors of human 12S-lipoxygenase ALOX12; purified 12hLO, xylenol orange hydroperoxide absorbance; Potency, µM (series often up to 108 µM), for the others: at the highest dose activity change, negative = inhibition, most hits filed as inhibitors; hit rate 1.1% among 580,000; AID 1671190; active = well fitted inhibition curve with a large enough effect; inconclusive = small, poorly fitted or top-dose-only effect, or another doubt; inactive = no such curve, though single readings can be large or run the other way
Target sequence (P18054 whole entry, looked up): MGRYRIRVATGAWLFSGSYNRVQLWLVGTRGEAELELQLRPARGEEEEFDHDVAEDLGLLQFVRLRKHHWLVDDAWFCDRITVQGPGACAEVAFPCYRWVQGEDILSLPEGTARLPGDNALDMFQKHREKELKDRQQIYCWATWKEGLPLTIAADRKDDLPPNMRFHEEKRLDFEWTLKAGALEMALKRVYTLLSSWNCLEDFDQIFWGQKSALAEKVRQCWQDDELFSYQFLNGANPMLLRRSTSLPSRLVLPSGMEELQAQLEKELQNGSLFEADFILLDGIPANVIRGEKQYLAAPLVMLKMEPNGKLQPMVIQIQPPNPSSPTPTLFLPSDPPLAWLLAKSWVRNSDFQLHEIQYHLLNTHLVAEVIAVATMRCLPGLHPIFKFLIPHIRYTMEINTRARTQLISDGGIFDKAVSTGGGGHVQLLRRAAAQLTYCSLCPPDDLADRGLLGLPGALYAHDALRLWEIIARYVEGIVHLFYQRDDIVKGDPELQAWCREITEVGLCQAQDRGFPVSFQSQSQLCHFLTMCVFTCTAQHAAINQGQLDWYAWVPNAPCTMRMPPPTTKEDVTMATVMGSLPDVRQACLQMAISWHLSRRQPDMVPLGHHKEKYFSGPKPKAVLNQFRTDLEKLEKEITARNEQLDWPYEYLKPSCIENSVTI
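Hydroperoxide product was detected by ferrous iron/xylenol orange as the 573 to 405 nm absorbance ratio. Arachidonic acid at 40 uM (final) was turned over for 30 min at room temperature by 150 nM human 12hLO, pH 7.0 Hepes buffer, after 15 min compound preincubation.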
* marks the source's active call; other numbers are inactive results; ? = inconclusive; [ ] = dose if it differs, or a comment. % is scaled to controls: 0 for no effect and ±100 for the full control effect; potency is read from the fitted curve at half-maximal effect.

SMILES	12-LOX inh
CC(C)CNC(=O)c1ccccc1NC(=O)C1CCN(S(=O)(=O)Cc2ccccc2)CC1	1%
CN(Cc1ccccc1)C(=O)Cn1nc(-c2cccs2)c2ccccc2c1=O	2%
CS(=O)(=O)N1C[C@H]2CCN(C(=O)Cc3ccccc3Cl)C[C@H]21	32%[activator]
CC(C)N1C[C@H](O)C[C@H]1c1nnc2n1CCN(C(=O)Cc1c[nH]c3ccccc13)CC2	94%[activator]
Cc1ccc(N(CC(=O)NC(C)C)C(=O)CCC(=O)Nc2ccccn2)c(C)c1	-4%
CS(=O)(=O)N1CCCCC1c1cc(C(=O)NCc2ccc(Cl)c(Cl)c2)no1 (stereo not given)	-1%
CC(C)N1C(=O)[C@@H]2[C@@H](CCN2C(=O)CCCC(=O)O)N(Cc2cccc(F)c2)C1=O	16%[176 µM]
O=C(C1CCCO1)N1CCN(Cc2ccc(=O)n(CC3CC3)c2)CC1 (stereo not given)	40%[activator]
Cc1cc(Nc2cc(F)c(F)c(F)c2)cc(=O)n1-c1cc(F)c(F)c(F)c1	-16%
CCN(CC)C(=O)C(NC(=O)c1ccc(F)cc1)C1CCN(C(=O)C(C)C)CC1 (stereo not given)	30%
c1cc2nnc(C3CCC3)n2nc1NCC1CCCO1 (stereo not given)	37%
Cc1ccc(C(NC(=O)c2cc(F)ccc2F)C2CC2)cc1 (stereo not given)	14%

Structures above containing nitrogen in an aromatic ring:
SMILES	12-LOX inh
CN(Cc1ccccc1)C(=O)Cn1nc(-c2cccs2)c2ccccc2c1=O	2%
CC(C)N1C[C@H](O)C[C@H]1c1nnc2n1CCN(C(=O)Cc1c[nH]c3ccccc13)CC2	94%[activator]
Cc1ccc(N(CC(=O)NC(C)C)C(=O)CCC(=O)Nc2ccccn2)c(C)c1	-4%
CS(=O)(=O)N1CCCCC1c1cc(C(=O)NCc2ccc(Cl)c(Cl)c2)no1 (stereo not given)	-1%
O=C(C1CCCO1)N1CCN(Cc2ccc(=O)n(CC3CC3)c2)CC1 (stereo not given)	40%[activator]
Cc1cc(Nc2cc(F)c(F)c(F)c2)cc(=O)n1-c1cc(F)c(F)c(F)c1	-16%
c1cc2nnc(C3CCC3)n2nc1NCC1CCCO1 (stereo not given)	37%

Three compounds from above, ordered by number of heavy atoms, largest number first.
SMILES	12-LOX inh
CN(Cc1ccccc1)C(=O)Cn1nc(-c2cccs2)c2ccccc2c1=O	2%
Cc1cc(Nc2cc(F)c(F)c(F)c2)cc(=O)n1-c1cc(F)c(F)c(F)c1	-16%
c1cc2nnc(C3CCC3)n2nc1NCC1CCCO1 (stereo not given)	37%

Carrying on:
SMILES	12-LOX inh
CN(C)C[C@@H]1CN(Cc2ccccn2)C[C@H]1NC(=O)c1cc(C2CC2)[nH]n1	114%[activator]
O=C(c1ccccc1F)N1C[C@@H](CO)[C@H](c2nc(C3CC3)no2)C1	21%
Cc1noc(C)c1C1CCCN1C(=O)c1cc(-c2ccco2)on1 (stereo not given)	-9%
O=C(O)C1(c2ccc(Cl)cc2Cl)CCOCC1	12%
CCc1c(C)sc2nc(NC(CC)CO)n3nc(-c4ccco4)nc3c12 (stereo not given)	-17%
O=C(NCc1nnnn1-c1ccccc1)Nc1ccc2c(c1)OCO2	?
CC[C@H]1CN(C(C)=O)CC[C@H]1CC(=O)NC(C)C	-6%[176 µM]
Cc1cc(C)c([N+](=O)[O-])cc1[N+](=O)[O-]	3%
CC1CCC(C#N)(N(C)C(=O)CN(C)CC(=O)Nc2cccc(F)c2)CC1 (stereo not given)	9%
O=C(NCc1cccc(Br)c1)C1CCN(CC(F)(F)F)CC1	4%
Cc1ccc(-c2noc(-c3ccco3)n2)s1	3%
Cc1nnc2n1C(C)CN(C(=O)COc1ccc(-n3cnnn3)cc1)C2 (stereo not given)	8%
CC(=O)N[C@@H]1CN(Cc2ccc(F)c(Br)c2)C[C@H]1CO	11%
Cc1ccc(C)c(CN2CCN(c3nc4c(c(=O)[nH]c(=O)n4C)n3CCC(C)C)CC2)c1	-10%
COCCN1CCCCCC(O)c2cc(C(=O)NCc3nc4ccccc4n3C)ccc21 (stereo not given)	83%[activator]
Cc1oc2c(c1C(=O)N(C)C)CN(Cc1ccc(Br)o1)CC2	?
Cc1cnc(C2CCNC2)n1Cc1ccccc1 (stereo not given)	47%[activator]
CCN(C(=O)COc1ncnc2c(Cl)cc(Cl)cc12)c1ccccc1	-6%
CCC(=O)N1CC(C(=O)Nc2ccccn2)C2(CCOCC2)C1 (stereo not given)	47%[activator]
CCN(CC)S(=O)(=O)c1cccc(NC(=O)CN2c3cccc4cccc(c34)S2(=O)=O)c1	?
COc1ccc(C(=O)N2CC3(C2)NC(=O)c2ccccc2O3)cc1	15%[176 µM]
CC(C)c1ncc(C(=O)N2CC[C@H](N3CCN(C)CC3)[C@H](CCCO)C2)cn1	8%
O=C(NC1CCCCC1)N[C@H]1C[C@H]2C(=O)N3CCC[C@@H]3C(=O)N2C1	?
CC(=O)c1ccc(OCCCC(=O)OCC(=O)c2ccc3c(c2)OCCO3)cc1	-3%
O=C(CN1CCCNCC1)N1CCCC1	6%
Cc1ccc(C2Cn3nnc(C(=O)N4CCC(C(=O)NCCc5cccs5)CC4)c3CO2)cc1 (stereo not given)	4%
COc1ccc(CN2C(=O)COC[C@H]2C(=O)NCc2ccccc2F)cc1OC	25%
O=C(c1ccc2c(c1)OCO2)N1CCC(n2cc(-c3nc(-c4ccccc4)no3)nn2)C1 (stereo not given)	-13%
Cc1ncc2c(c1CNS(=O)(=O)N(C)C)CCN(C(=O)c1ccc(-c3ccc(F)cc3)cc1)C2	5%
Cc1ccc(C(=O)N2CCN(c3nc4c(c(=O)n(C)c(=O)n4C)n3Cc3ccccc3)CC2)cc1	42%[activator]
CCc1nc2nccc(-c3ccc(Br)cc3)n2n1	8%
O=C(NCCc1c[nH]c2ccccc12)C(=O)Nc1ccccc1F	?
CCN1CCN(CCCNC(=O)CC2CCN(c3ccnc(NC)n3)CC2)CC1	6%
COC(=O)c1ccc(COc2ccc3c(=O)c(Oc4ccc(OC)cc4)c(C(F)(F)F)oc3c2)cc1	?
O=C(NCc1cccs1)c1cc(-c2cccc(C(F)(F)F)c2)c2nncn2n1	-6%[6.33 µM]
COC[C@H](C)NC(=O)c1cccc(S(=O)(=O)N(C)Cc2cnccn2)c1	46%[activator]
Nc1cccc(OCCc2ccccn2)c1	?
CCn1c(=O)c2ccnn2c2ccc(C(=O)N3CCN(c4ccccc4)CC3)cc21	18%
CN(C)C(=O)C1CN(C(=O)Nc2cccc(Cl)c2)CC12CCOCC2 (stereo not given)	13%
Cc1cc(C)c2c(N3CCCC(OCc4cccnc4)C3)ncnc2n1 (stereo not given)	23%
Nc1nccnc1C(=O)NCc1ccc(-n2cccn2)nc1	0%
COc1ccc(C(NC(=O)Cn2cccnc2=O)C2CC(O)C2)cn1 (stereo not given)	2%
CN(C1CCOCC1)C1CCN(C(=O)c2cccnc2)CC1	11%
CS(=O)(=O)N1CCC(NC(=O)c2c(O)cccc2O)CC1	20%
CC(C)CNC(=O)C(=O)Nc1ccc2cc[nH]c2c1	35µM*
N#Cc1cccc(NC(=O)c2cc(C3CCCCN3C(=O)c3ccccn3)on2)c1 (stereo not given)	-2%
CC(=O)Nc1ccc(CC(=O)N2CCCC(Cc3nncn3CC3CC3)C2)cc1 (stereo not given)	2%
O=C(C1CCOC1)N1CCC2(CC1)NCCc1c2[nH]c2ccccc12 (stereo not given)	13%
COc1cc(CCC(=O)Nc2ccc3oc(-c4ccc(Cl)cc4)cc(=O)c3c2)on1	?
COc1cc(CN2CCCC(n3cc(C(=O)N4CCCCC4)nn3)C2)cc(OC)c1OC (stereo not given)	5%
COc1ccc(CNCC2(CO)C[C@@H](O)[C@@H](O)C2)cc1 (stereo not given in full)	15%[176 µM]
Cc1cccc(OCCc2noc(C3CCN(C(=O)c4cn[nH]c4)C3)n2)c1 (stereo not given)	48%[activator]
Cc1cnc(SCc2ccccn2)nc1C1CCCN(Cc2ccsc2)C1 (stereo not given)	-3%
COC(=O)C1=CN(CC(=O)NCCCc2ccccc2)S(=O)(=O)N=C1C	32%
OC[C@@H]1CN(Cc2ccc3c(c2)OCO3)C[C@H](n2cnc3c(NCc4ccncc4)ncnc32)O1	?
Cc1ccc(C(c2c(NC(=O)c3ccco3)sc(C)c2C)N2CCOCC2)cc1 (stereo not given)	?
Cc1sc(/N=C/c2ccc(Br)cc2)c(C#N)c1C	18µM*
Cc1ccsc1CN(C)CC(=O)N(C)CC(=O)Nc1c(Cl)cccc1Cl	2%
O=C(c1ccc(F)cc1F)N1CCN(c2cc(-c3cccs3)[nH]n2)CC1	-8%
Cc1cc(C)c(/C=N/Nc2cc(C(F)(F)F)ccc2Cl)c(C)c1	13µM*
The list goes on:
SMILES	12-LOX inh
O=C(C1CCOCC1)N1CCCC2(COc3ccccc3[S+](=O)([O-])N2)C1 (stereo not given)	7%[6.33 µM]
O=C(O)c1ccc(COc2ccc(Cl)cc2)cc1	-26%
COc1ccc(CNC(=O)C2Cn3cccc3C(=O)N2Cc2ccccc2)cc1OC (stereo not given)	-2%
O=c1cc(N2CCOCC2)oc2c(-c3cncnc3)nccc12	58%[activator][176 µM]
Cc1ccc(Cl)cc1N1CCN(C(=O)CN(c2ccc(F)cc2)S(=O)(=O)N(C)C)CC1	3%
CC(C)c1cccc(C(C)C)c1NC(=O)COc1ncnc2ccccc12	-16%
O=C(COc1ccc(Cl)cc1)N1CCC(Cc2nc(-c3ccccc3)no2)CC1	-10%
Cc1cc(C(=O)OCC(=O)c2ccc(OC(=O)c3ccccc3)cc2)c2ccccc2n1	?
Cc1cc(C)c2c(CN(Cc3ccccc3)Cc3ccccc3)cc(=O)oc2c1	0%
O=C(Nc1ccc2oc(-c3cccc(Br)c3)nc2c1)c1ccc2c(c1)OCCO2	?
CC1=C(c2ccccc2)S(=O)(=O)NC1=NC(C)C12CC3CC(CC(C3)C1)C2 (stereo not given)	-3%
COc1ccc(CNC(=O)N2CCCCCNC(=O)[C@@H]3CCCC[C@@H]32)cc1	51%[activator]
COCCn1ncc(N2CCCC(CC(=O)NCc3cccs3)C2)cc1=O (stereo not given)	10%
CC(=O)c1c(C)[nH]c(C(=O)OC(C)c2nnc(-c3ccc(C)cc3)o2)c1C (stereo not given)	-28%
CC(C)C(=O)N1CCN(C(=O)c2nn(C)c(=O)c3ccccc23)CC1	29%
COc1ccc(C(C)=O)cc1CO/N=C/c1ccc(OCc2ccc(Cl)cc2)c(OC)c1	-24%
O=C([C@@H]1C[C@H](F)CN1C(=O)Nc1cccc(F)c1)N1CCOCC1	9%
N#CCC(=O)NCC1CCCO1 (stereo not given)	9%
COc1cccc(CNC(=O)[C@@H]2CCCN2C(=O)[C@@H]2CCCN2C(=O)c2cccc(Cl)c2)c1	-16%
COc1ccc(Cl)cc1NC(=O)CCC1CCCN(C(=O)CCCN2CCCC2=O)C1 (stereo not given)	0%
CSc1ncnc2c1ncn2CCCN1CCN(C(=O)C2CC2)CC1	3%
COc1cc2c(cc1-c1nccn1-c1ccc(NC(C)=O)cc1)OCCO2	48%[activator]
C(=N\Nc1ccccc1)/c1ccc(OCc2ccccc2)cc1	?
COc1ccc(C2CC(=O)Nc3cc(OC)c(OC)cc32)cc1 (stereo not given)	10%

Pulled by compound from the entries so far, 5 records:
SMILES	12-LOX inh
C(=N\Nc1ccccc1)/c1ccc(OCc2ccccc2)cc1	?
COc1ccc(Cl)cc1NC(=O)CCC1CCCN(C(=O)CCCN2CCCC2=O)C1 (stereo not given)	0%
CC(=O)c1c(C)[nH]c(C(=O)OC(C)c2nnc(-c3ccc(C)cc3)o2)c1C (stereo not given)	-28%
COc1cc2c(cc1-c1nccn1-c1ccc(NC(C)=O)cc1)OCCO2	48%[activator]
CSc1ncnc2c1ncn2CCCN1CCN(C(=O)C2CC2)CC1	3%

Continuation.
SMILES	12-LOX inh
O=C(NCC1CCOCC1)Nc1ccccc1Cl	?
Cc1c(Cl)cnc(NC(=O)COC(=O)c2cccc(S(=O)(=O)N3CCOCC3)c2)c1Cl	4%
COc1ccc(CCC(=O)N2CC[C@H](CO)[C@H](O)C2)cc1OC	-1%
Cc1ncccc1C(=O)N1CCC(N2C[C@H](O)C[C@H]2C(=O)NC2CCCCC2)CC1	19%
CC(C)NC(=O)[C@@H]1C[C@@H](N)CN1C(=O)c1cccc2ccccc12	1%
CC(=O)N1CCc2c(n(Cc3cccnc3)n(CCc3ccccc3)c2=O)C1	9%[176 µM]
C[C@H](CO)N1C[C@H](C)[C@@H](CN(C)C(=O)Nc2ccc(N3CCN(C)CC3)cc2)OCc2cn(nn2)CCCC1=O	12%
Cc1ccccc1OC(=O)/C=C/c1ccccc1	-27%
CN(C)S(=O)(=O)N(CC(=O)NC1CCCCCC1)c1ccccc1	-3%
Cn1nc(C(=O)NCC2CCN(C3CC3)C2)c2ccccc2c1=O (stereo not given)	?
COc1ccc(-c2cc(N3CCN(C(=O)c4ccccc4Br)CC3)n[nH]2)cc1	68%[activator]
Cc1oc(-c2ccccc2)nc1CC(=O)NC(C)c1ccco1 (stereo not given)	-4%
Cc1ccc(CN2CC(N3CCCCC3)CS2(=O)=O)cc1 (stereo not given)	4%
COc1ccc(S(=O)(=O)c2cc3ccc(OC)cc3oc2=O)cc1	-13%
O=C(CSc1ccc2c(c1)OCCO2)NC(c1ccccc1)c1cccs1 (stereo not given)	?
CC(C)c1noc([C@@H]2C[C@H]3C(=O)NCCCCCCN(C(=O)CC4CCCCC4)[C@H]3C2)n1	?
O=S1(=O)C=CC2ON=C(c3c(Cl)cccc3Cl)C21 (stereo not given)	-28%
Cn1c(=O)c2nc(SCc3ccc(Cl)cc3Cl)n(C)c2n(C)c1=O	0%

A portion of the library; count on the stated rates, not on these rows.
